Compound activity (PubChem)
HTR1E antagonist – antagonists of human 5-HT1E serotonin receptor. P28566. CHO 5-HT1E Ga15 NFAT-bla reporter, FRET, antagonist. inhibition, % at 6 µM. hit rate 0.99% among 65,000;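 active means inhibition above a set limit, the mean inhibition across every tested compound plus 3 SD, cut at about 29% in these data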;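 further: signal is the 460 over 535 nm emission ratio of beta-lactamase substrate; 0% = agonist plus DMSO wells and 100% = wells without agonist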
Target sequence (P28566 whole entry, looked up): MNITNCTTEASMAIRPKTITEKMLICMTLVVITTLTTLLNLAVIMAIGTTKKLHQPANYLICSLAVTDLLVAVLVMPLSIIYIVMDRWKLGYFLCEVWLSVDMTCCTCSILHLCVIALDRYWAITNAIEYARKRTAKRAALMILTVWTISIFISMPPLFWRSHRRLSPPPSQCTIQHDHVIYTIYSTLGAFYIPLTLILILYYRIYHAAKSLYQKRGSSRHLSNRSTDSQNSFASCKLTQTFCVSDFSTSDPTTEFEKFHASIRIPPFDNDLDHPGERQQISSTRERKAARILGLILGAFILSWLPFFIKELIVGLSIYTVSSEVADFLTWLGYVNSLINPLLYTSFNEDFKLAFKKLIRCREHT
HEK293 NFkB inh – lowers PMA/ionomycin-induced NF-kB signal in HEK293 cells. AID 465. HEK-293 NF-kB luciferase reporter, luminescence. inhibition, % at 3 µM. hit rate 0.21% among 62,000;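 active means inhibition above the mean of all tested compounds plus 3 SD, cut at about 40% in these data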;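 further: 0% = stimulated DMSO wells and 100% = 10 µM reference inhibitor 5653914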
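Signal: luciferase luminescence; Material: HEK-293 cells with stable firefly luciferase reporter driven by four HIV NF-kB elements; Probe or stimulus: PMA with ionomycin; Replication: tested once; Times: 1 h compound pretreatment, then 16 h stimulation at 37 °C, 5% CO2; Benchmarks: DMSO and 10 µM reference inhibitor; Evaluation: per-plate % inhibition versus controls.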
HTR1E agonist – activates the human 5-HT1E serotonin receptor | P28566 | CHO 5-HT1E Ga15 NFAT-bla reporter, FRET; 0% DMSO wells, 100% control agonist wells | activation, % at 6 µM | hit rate 0.69% among 65,000 | AID 574;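 active means activation above a set limit, the screen-wide mean activation plus 3 SD, cut at about 8.5% in these data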;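 further: 100% = positive control agonist at 1 µM giving full maximal response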
Jurkat viability – reduces viability or proliferation of Jurkat cells; hit rate 1.2% among 56,000; Jurkat E6.1 viability, ATP luminescence, 48 h; inhibition, % at 4 µM; AID 463;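 active means inhibition above the mean inhibition of all tested compounds plus 3 SD, cut at about 28% in these data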
M1 agonist – agonists of M1 muscarinic receptor; B-score at 10 µM; CHO-M1 cells, Fluo-4 calcium fluorescence, agonist mode; hits give high values; hit rate 3% among 64,000; AID 626;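 active means fluorescence rise, raw or as B-score row- and column-corrected plate score, outside the 99.7% band of its plate's samples, either direction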
S1P1 ag pot – S1P1 (human) agonism or agonism potentiation; hit rate 0.57% among 56,000; activation, % at 9.5 µM; S1P1 CRE-bla cells, forskolin, beta-lactamase FRET, potentiator mode; S1P1 agonist co-added at EC20, 2 nM; 100% = saturating reference agonist, 0% = basal;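 active means activation above a cutoff set at the mean activation of all tested compounds plus 3 SD, cut at about 54% in these data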;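 further: forskolin at 4 µM as EC80 and the EC20 agonist is SEW2871; 100% = SEW2871 at its EC100 plus forskolin at EC80; some compounds past the cut are filed as inactive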
Target sequence (P21453 whole entry, looked up): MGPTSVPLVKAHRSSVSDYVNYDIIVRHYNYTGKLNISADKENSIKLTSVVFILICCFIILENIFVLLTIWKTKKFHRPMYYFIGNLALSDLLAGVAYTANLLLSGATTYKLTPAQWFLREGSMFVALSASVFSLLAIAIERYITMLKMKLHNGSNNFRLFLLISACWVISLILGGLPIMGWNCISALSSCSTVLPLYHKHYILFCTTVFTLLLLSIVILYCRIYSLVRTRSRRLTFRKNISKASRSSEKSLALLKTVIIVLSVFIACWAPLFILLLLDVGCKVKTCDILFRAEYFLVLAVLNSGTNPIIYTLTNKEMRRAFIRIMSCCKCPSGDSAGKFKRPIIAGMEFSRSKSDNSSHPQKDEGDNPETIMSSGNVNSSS
Her2 expr inh – lowers expression of human Her2 kinase; hit rate 0.69% among 65,000; SKBR-3 HER2 protein level, AlphaScreen, 18-24 h; hits give low values; HER2 level % of control, % at 10 µM; P04626;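 active means HER2 level under 5% of the carrier-only control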;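 further: 100% = DMSO carrier and 0% = 500 nM PU-H71 HSP90 inhibitor; lower value means stronger loss of Her2 protein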
S1P3 ag – S1P3 (human) receptor agonism; S1P3 NFAT-BLA reporter cells, FRET ratio; relative to 1 µM S1P, basal subtracted; activation, % at 4.5 µM; hit rate 0.1% among 60,000; AID 373;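 active means activation above the screen-wide mean plus 3 SD, cut at about 4.5% in these data, passing the limit was not always enough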; further: some compounds called inactive have numbers as strong as hits
Target sequence (Q99500 whole entry, looked up): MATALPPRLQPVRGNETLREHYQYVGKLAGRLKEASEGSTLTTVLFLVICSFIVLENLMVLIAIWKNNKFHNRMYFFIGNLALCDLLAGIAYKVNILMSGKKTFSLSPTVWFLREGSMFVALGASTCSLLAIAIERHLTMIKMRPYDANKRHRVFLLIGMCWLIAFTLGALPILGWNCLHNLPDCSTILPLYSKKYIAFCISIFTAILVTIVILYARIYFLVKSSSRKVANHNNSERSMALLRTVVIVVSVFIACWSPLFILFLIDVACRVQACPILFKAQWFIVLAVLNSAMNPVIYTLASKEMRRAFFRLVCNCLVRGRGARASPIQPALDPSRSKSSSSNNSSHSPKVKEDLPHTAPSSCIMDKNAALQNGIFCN
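material = human S1P3 NFAT-BLA reporter CHO cells | schedule = 4 h compound at 37 °C, 2 h substrate at RT | measured by = fluorescent BLA substrate, ex 405 nm, em 460/535 nm ratio | controls = 1 µM S1P reference | replication = primary once, confirmation triplicate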
M1 antagonist – blocks the rat M1 muscarinic receptor response to acetylcholine; CHO-M1 cells, Fluo-4 calcium, ACh EC80 antagonist mode; hits give low values; P08482; B-score at 10 µM; hit rate 3.4% among 64,000;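 active means calcium fluorescence response, raw or row-and-column corrected B-score, differing from the plate sample mean either way at a set confidence level, mostly lower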
Numbers without * were called inactive; x = not tested or not shown.

Results follow in this order: HTR1E antagonist | HEK293 NFkB inh | HTR1E agonist | Jurkat viability | M1 agonist | S1P1 ag pot | Her2 expr inh | S1P3 ag | M1 antagonist
(1) CCOC(=O)C1=C(C)NC(=O)NC1/C=C/c1ccccc1 (centres undefined)
→ 8 | 5 | -0.3 | -3 | -0.48 | -22 | 85 | 0.1 | 0.22
(2) Cc1cc(C(=O)N2CC(C)CC(C)C2)n(-c2ccccc2)n1 (centres undefined)
→ 3 | 8 | 0.1 | 3 | -0.52 | -6 | 76 | -1.3 | 0.2
(3) c1csc(C(c2nnnn2C2CCCC2)N2CCOCC2)c1 (centres undefined)
→ -5 | 9 | -0.9 | 4 | 0.0004 | 4 | 73 | -0.5 | 0.9
(4) CC(C)(C)OC(=O)NCCCCCc1nnc(SCC(=O)Nc2cccc(Cl)c2)o1
→ 3 | -1 | 0.0 | 1 | 3.5 | 9 | 208 | 0.5 | -0.77
(5) COCc1nnc(NC(=O)C(C)C)s1
→ -3 | 6 | -0.9 | -7 | -1.1 | 9 | 61 | -1.5 | 0.65
(6) CCc1ccc(N/C(SCc2cccc(F)c2)=C(/C#N)C(=O)NCc2ccco2)cc1
→ -5 | 14 | -0.1 | x | 7.5 | x | 85 | x | -0.53
(7) O=C(Nc1nc(=O)c2ccccc2s1)c1ccccc1
→ 3 | x | 0.2 | x | -0.38 | -7 | 37 | -2.7 | 0.076
(8) CCOCCc1nnc(NC(=O)c2ccc(OC)c(OC)c2)s1
→ 12 | 13 | 1.1 | 0 | 0.012 | -11 | 90 | -0.5 | 0.059
(9) C(=C\c1ccccc1)/CSc1nnc(-c2ccncc2)n1Cc1ccco1
→ -1 | 16 | 0.4 | 0 | 0.15 | 3 | 86 | 0.0 | -0.043
(10) CCOC(=O)c1oc2ccccc2c1CSc1nnnn1-c1ccccc1
→ 3 | 0 | -1.0 | x | 0.19 | x | 90 | x | 0.0041
(11) O=c1cc(NC2CCCCCC2)[nH]c(=O)[nH]1
→ 4 | 9 | -1.0 | 2 | 0.13 | 4 | 113 | -0.4 | 0.6
(12) O=C1CC(N2CCN(Cc3ccccc3)CC2)C(=O)N1CCc1ccccc1 (centres undefined)
→ -8 | 23 | 0.5 | -14 | -1.4 | -24 | 100 | -1.0 | -0.59
(13) O=C(Nc1ccc2c(c1)OCO2)C(c1ccc(Cl)cc1)N1CCN(C(=O)c2ccco2)CC1 (centres undefined)
→ -3 | 7 | -0.2 | 4 | -1.3 | 4 | 64 | -0.8 | -0.22
(14) O=C(O)c1cccc(COCC(F)(F)C(F)F)c1
→ 0 | 12 | -0.4 | -1 | 0.016 | 8 | 103 | -1.0 | 0.75
(15) CCOC(=O)N1CCN(C(=O)c2ccc3c(=O)n4c(nc3c2)CCCCC4)CC1
→ 1 | 8 | 0.8 | 0 | -0.088 | -15 | 105 | -0.8 | -5.3*
(16) O=C(O)COc1ccccc1C1C2C(=O)N(c3ccccc3)C(=O)C2ON1c1ccccc1 (centres undefined)
→ -8 | 12 | 0.1 | -3 | -0.16 | 11 | 74 | 0.0 | -0.66
(17) CCOC(=O)c1cnc(-n2nc(C)cc2C)nc1N(C)C
→ 6 | -5 | -0.7 | 5 | 0.032 | -1 | 150 | -0.8 | -0.38
(18) O=C(CC(c1ccccc1)c1ccccc1)NCCO
→ -13 | -2 | 0.3 | 1 | 0.41 | -20 | 106 | 0.1 | -0.41
(19) CC1CCCN(CCC(=O)c2ccc(Br)cc2)C1 (centres undefined)
→ 5 | 19 | -0.1 | -5 | -0.38 | -26 | 47 | 4.3 | -4.5*
(20) CCCCNC(=O)c1ccc(NC(=O)C2CCCO2)cc1 (centres undefined)
→ -2 | 0 | -0.3 | x | -0.86 | x | 53 | x | -0.22
(21) Cn1cnnc1Sc1nc2c(c(=O)n(C)c(=O)n2C)n1C
→ -12 | 27 | 0.2 | 8 | -0.02 | -13 | 121 | -1.5 | -0.34
(22) COCCCNC(=O)C(C#N)c1nc2ccccc2nc1N1CCN(Cc2ccccc2)CC1 (centres undefined)
→ 0 | x | 0.0 | x | 2.8 | 3 | 93 | -4.3 | -0.021
(23) CCOC(=O)c1c(NC(=O)c2ccc(Cl)s2)sc(C)c1C
→ 6 | -13 | 0.4 | -7 | 0.31 | -7 | 90 | 0.0 | 0.032
(24) Cc1ccc(NC(=O)c2cc(S(=O)(=O)N3CCC4(CC3)OCCO4)ccc2F)cc1
→ 0 | 4 | -0.5 | x | -1.2 | x | 90 | x | 0.22
(25) O=C(CSc1nnc(Cc2ccccc2)n1-c1ccc(F)cc1)N1CCOCC1
→ 6 | -8 | 0.0 | -5 | -1 | 2 | 79 | -0.4 | 0.37
(26) O=C(CN1C(=O)CSc2ncccc21)N1CCOCC1
→ 17 | 10 | 0.6 | 6 | -0.24 | -10 | 105 | 0.1 | -0.039
(27) O=C(OCc1cc2ccccc2[nH]c1=O)c1cccnc1
→ -4 | 0 | 0.4 | -21 | -0.54 | -21 | 81 | -0.3 | -0.51
(28) O=C1Nc2cc(C(=O)N3CCN(Cc4ccccc4)CC3)ccc2SC1N1CCOCC1 (centres undefined)
→ 7 | 21 | 0.8 | 6 | 0.0068 | -3 | 98 | -1.0 | -1.2
(29) Cn1c(COc2ccc(Cl)cc2)nnc1SCc1ncc(-c2ccccc2)o1
→ -4 | 15 | -0.2 | 1 | 0.028 | 12 | 78 | -0.4 | -0.03
(30) O=C(Nc1ccccc1)N1CCn2c(nc3ccccc32)C1
→ 3 | 6 | 0.0 | -3 | 0.19 | -6 | 76 | -0.2 | 0.38
(31) C(=N\n1cncn1)/c1ccc(N2CCOCC2)cc1
→ -5 | 4 | -0.5 | -3 | -0.11 | -2 | 65 | -1.1 | 0.0093
(32) OC(COc1ccc2c(c1)CCC2)Cn1cnc2ccccc21 (centres undefined)
→ 2 | -14 | -0.4 | 22 | x | x | 84 | -0.6 | x
(33) CCOC(=O)c1cnc2ccccc2c1NCCO
→ 0 | 10 | -0.4 | x | 1.3 | x | 68 | x | -2.9*
(34) COC(=O)C1(C)NC(c2ccc(O)cc2)C2C(=O)N(c3ccc4c(c3)OCCO4)C(=O)C21 (centres undefined)
→ -10 | 10 | -0.1 | -1 | -0.97 | -17 | 69 | -0.1 | -0.21
(35) FC(F)(F)c1cc(-c2ccco2)nc(-n2nc(C(F)(F)F)cc2C2CC2)n1
→ -3 | 22 | -0.2 | 8 | 0.68 | -9 | 60 | -1.5 | 0.044
(36) COc1ccc(C2C(C(=O)c3ccco3)=C(O)C(=O)N2Cc2cccnc2)cc1OC (centres undefined)
→ -4 | -18 | -0.3 | 3 | 0.041 | -5 | 86 | -0.8 | 1.3
(37) COc1ccc(OC)c(S(=O)(=O)N2CCN(C34CC5CC(CC(C5)C3)C4)CC2)c1
→ -5 | 18 | -0.9 | -2 | -0.39 | -6 | 72 | 0.1 | -4.6*
(38) COc1cccc(NC(=O)N(Cc2cc3cc(C)cc(C)c3[nH]c2=O)CC2COCCO2)c1 (centres undefined)
→ 2 | -6 | -0.2 | 8 | 0.75 | -7 | 81 | -1.9 | -0.73
(39) CCOCCCNC(=O)c1cc2c(=O)n3cccc(C)c3nc2n1C
→ -1 | 21 | 0.5 | 7 | 0.9 | -12 | 66 | -0.4 | 0.035
(40) COC(=O)C1CCN(C(=O)COC(=O)CC(NC(N)=O)c2ccc(Cl)cc2)CC1 (centres undefined)
→ -7 | 1 | -0.5 | -6 | 0.18 | -13 | 123 | 1.0 | 0.12
(41) CCOc1ccc(NC(N)=O)cc1
→ -5 | 13 | -0.4 | -11 | -0.15 | -5 | 163 | -1.0 | 0.39
(42) O=C(c1ccccc1)c1nnc(-c2ccccc2F)o1
→ 3 | -2 | 0.2 | 2 | 2.7 | -27 | 78 | 1.4 | 0.99
(43) CN(Cc1ccccc1)c1nnc(N)s1
→ 6 | 12 | 0.0 | 6 | 0.21 | -3 | 91 | 1.2 | 0.12
(44) c1ccc(Cc2nnc3sc(-c4cccs4)nn23)cc1
→ 16 | 3 | -0.3 | 13 | -0.38 | 15 | 73 | -1.1 | -0.71
(45) CCN1CCN(c2ncc(C(=O)N3CCCc4ccccc43)c3ccccc23)CC1
→ 0 | 1 | 1.7 | -2 | x | -2 | 104 | 1.5 | x
(46) COCCn1nnnc1SCC(=O)c1ccc(F)cc1
→ 13 | -9 | -0.2 | 3 | x | 12 | 83 | -0.1 | x
(47) CS(=O)(=O)Nc1ccc(C(=O)NCCSCc2ccco2)cc1
→ -8 | 17 | 0.5 | -2 | 0.076 | -8 | 90 | -0.9 | 0.59
(48) COc1ccc(NC(=O)Cn2nnc(-c3ccccc3F)n2)cc1
→ -6 | 15 | 0.0 | -17 | -0.14 | -24 | 82 | -0.2 | 0.5
(49) O=C(Nc1cccc(NC(=O)c2cccs2)c1)c1ccco1
→ 7 | -7 | 0.2 | 12 | 2.2 | x | 100 | -0.6 | -0.4
(50) CN(CCc1ccccn1)C(=O)c1nn2c(C(F)(F)F)cc(-c3ccco3)nc2c1Cl
→ 22 | 18 | -0.1 | 4 | 0.93 | -40 | 157 | -0.6 | -0.82
(51) COc1ccc2c(c1)cc(C)c1nnc(SCC(=O)N3CCN(C(=O)c4ccco4)CC3)n12
→ 2 | 12 | -1.1 | 2 | -0.19 | -13 | 113 | -0.6 | 0.029
(52) Cc1cc(N2CCC(C(=O)Nc3ccc(F)cc3)CC2)nc(-c2ccccc2)n1
→ -2 | 19 | -0.7 | 4 | 0.25 | 18 | 62 | -1.3 | -0.83
(53) CCOC(=O)C1=C(C)NC2=C(C(=O)CC(C)(C)C2)C1c1cccc(C)n1 (centres undefined)
→ -8 | 15 | 0.3 | 11 | 0.98 | -5 | 117 | -0.2 | 0.9
(54) CCOC(=O)c1c(NC(=O)c2nc3n(n2)C(C(F)F)CC(C)N3)sc2c1CCCC2 (centres undefined)
→ -9 | 11 | 4.3 | -6 | 0.43 | -50 | 101 | -0.7 | -5.7*
(55) O=C(Cn1nnc(-c2ccc(S(=O)(=O)N3CCCC3)cc2)n1)Nc1ccccc1-n1cccc1
→ 5 | 16 | -0.4 | 3 | 0.12 | 2 | 86 | -0.4 | 0.3
(56) Cn1c(NC(=O)c2cc(Br)ccc2Cl)cc(=O)n(C)c1=O
→ 10 | 11 | -0.2 | -3 | -0.93 | 3 | 106 | -1.1 | 0.29
(57) COC(=O)c1ccccc1NC(=O)COc1ccccc1
→ 9 | 8 | -0.2 | -3 | -0.06 | -18 | 56 | -1.7 | -0.37
(58) Cc1nc(CCNC(=O)c2cccs2)cs1
→ 4 | 11 | -0.1 | -4 | -0.65 | -13 | 76 | -0.6 | -0.16
(59) O=C(CCN1C(=O)CSC1=O)Nc1ccccc1
→ -14 | 16 | 0.5 | -2 | x | -2 | 114 | -1.1 | x
(60) Cc1nn(-c2ccccc2)c(C)c1NC(=O)Cc1cccs1
→ -12 | -2 | 1.1 | -7 | -0.048 | -4 | 83 | 1.3 | 1.5

Two entries from above, in transposed form:
58. Cc1nc(CCNC(=O)c2cccs2)cs1
52. Cc1cc(N2CCC(C(=O)Nc3ccc(F)cc3)CC2)nc(-c2ccccc2)n1

Assay by compound | 58 | 52
HTR1E antagonist | 4 | -2
HEK293 NFkB inh | 11 | 19
HTR1E agonist | -0.1 | -0.7
Jurkat viability | -4 | 4
M1 agonist | -0.65 | 0.25
S1P1 ag pot | -13 | 18
Her2 expr inh | 76 | 62
S1P3 ag | -0.6 | -1.3
M1 antagonist | -0.16 | -0.83
